Growth percent in the NCI-60 one-dose screen (48 h, 10 µM unless noted): 100 = growth as untreated, 0 = no growth, -100 = all killed.
HOP-62: HOP-62 NSCLC; AID 1794735; actives 3.9% (n = 80,000)
HOP-92: HOP-92 NSCLC cells. actives 6.3% (n = 71,000). AID 1794738
RPMI-8226: RPMI-8226 leukemia cells; actives 7.5% (n = 77,000); AID 1794781
MOLT-4: MOLT-4 leukemia cells; actives 6.9% (n = 80,000); AID 1794779
EKVX: EKVX NSCLC | actives 3% (n = 71,000)
SR: SR leukemia cells; actives 8.7% (n = 73,000); AID 1794780
CCRF-CEM: CCRF-CEM leukemia. actives 7% (n = 77,000)
A549/ATCC: A549/ATCC NSCLC; AID 1794740; actives 3.7% (n = 81,000)
* hit, by the source's call; . = not tested or not shown. How the source made its calls: active means growth percent below 10; inactive means the rest.

Value order – HOP-62 | HOP-92 | RPMI-8226 | MOLT-4 | EKVX | SR | CCRF-CEM | A549/ATCC
CCCCCc1ccc(S(=O)(=O)Nc2cc(-c3csc(NC(=O)CN4CCN(C)CC4)n3)ccc2OC)cc1
→ 60 | 22 | -27* | -5.3* | 63 | -20* | 2.2* | 15
COC(=O)c1nc[nH]c1[N+](=O)[O-]
→ 111 | 106 | 101 | 100 | 113 | 105 | 86 | 99
CC(=O)c1cccc(OC(=O)Oc2cccc(C(C)=O)c2)c1
→ 99 | . | 101 | 88 | 115 | 94 | 95 | 104
CN1C(=O)N(C)C2C1NC(=S)N2/N=C/C=C/c1ccccc1[N+](=O)[O-] (stereo not given)
→ 26 | 34 | 2.8* | 28 | 44 | 15 | 7.7* | 31
O=c1nc(Nc2cc([N+](=O)[O-])ccc2O)sc2ccccc12
→ 84 | 88 | 77 | . | 98 | . | 82 | 95
Cc1n(Cc2ccc3ccccc3n2)c2ccccc2[n+]1Cc1ccc2ccccc2n1
→ 83 | 52 | 28 | 94 | 102 | 52 | 94 | 88
C=C(C)[C@@H]1CC[C@]2(C(N)=O)CC[C@]3(C)[C@H](CC[C@@H]4[C@@](C)(CC/C(N)=N/O)[C@H](C(=C)C)CC[C@]43C)[C@@H]12
→ 97 | 76 | 92 | 97 | 95 | 89 | 105 | 91
O=c1ccnc(Nc2ccc(Cl)cc2)[nH]1
→ 96 | 109 | 99 | 101 | 94 | 117 | 102 | 100
N[C@@H](Cc1ccccc1)[C@@H](O)C(=O)NCCN1CCOCC1
→ 97 | 97 | 112 | 109 | 98 | 113 | 91 | 105
CCN(Cc1ccccc1)C(=O)C1CCN(Cc2c[nH]c3ccccc23)CC1
→ 85 | 63 | 89 | 83 | 88 | 92 | 85 | 103
O=C(c1ccccc1)C1OC1c1ccc([N+](=O)[O-])cc1 (stereo not given)
→ 86 | 61 | 56 | 76 | 89 | 34 | 35 | 86
CCC(Cc1ccccc1)=C(c1ccc(O)cc1)c1ccc(O)cc1
→ 96 | 89 | 92 | 91 | 94 | 81 | 91 | 74
Cc1ccccc1CNc1ncnc2[nH]ncc12
→ 99 | 64 | 88 | -58* | 72 | 61 | 146 | 91
Cc1ccc(NC(=O)CSc2nc3ccccc3c(=O)n2CCc2ccc(S(N)(=O)=O)cc2)cc1
→ 67 | 65 | 102 | 91 | 85 | 89 | 92 | 89
CN1CCN(C(=O)Nc2ccc([N+](=O)[O-])cc2)CC1
→ 87 | . | . | 105 | 109 | 104 | 96 | 88
COc1ccc(-c2nc(SCCC(C)C)nc(N/N=C\c3cccc([N+](=O)[O-])c3)c2C#N)cc1
→ 18 | 51 | . | 73 | 41 | . | 46 | 12
COc1cnc2c(c1)C(=O)c1c-2n(CCCNC(C)C)c(=O)c2cc(OC)c(OC)cc12
→ 17 | 61 | -15* | 16 | 93 | 2.5* | 16 | 47
O=C(NN1C(=O)/C(=C/C=C/c2ccc([N+](=O)[O-])o2)SC1=S)c1cccc(O)c1
→ -74* | . | -10* | 2.9* | -97* | 2.9* | 0.3* | -67*
COc1ccc(C2C3=C(COC3=O)N(CCO)c3cc4c(cc32)CCC4)cc1 (stereo not given)
→ 51 | 71 | 87 | 45 | 67 | 36 | 64 | 47
CN1c2ccccc2Sc2cc(/C=N/Nc3ccc(Br)cc3)ccc21
→ 58 | 93 | 52 | 49 | 63 | 62 | 57 | 72

Reformatted: results already given.
| SMILES | HOP-62 | HOP-92 | RPMI-8226 | MOLT-4 | EKVX | SR | CCRF-CEM | A549/ATCC |
| --- | --- | --- | --- | --- | --- | --- | --- | --- |
| O=c1nc(Nc2cc([N+](=O)[O-])ccc2O)sc2ccccc12 | 84 | 88 | 77 | . | 98 | . | 82 | 95 |
| Cc1n(Cc2ccc3ccccc3n2)c2ccccc2[n+]1Cc1ccc2ccccc2n1 | 83 | 52 | 28 | 94 | 102 | 52 | 94 | 88 |
| O=C(NN1C(=O)/C(=C/C=C/c2ccc([N+](=O)[O-])o2)SC1=S)c1cccc(O)c1 | -74* | . | -10* | 2.9* | -97* | 2.9* | 0.3* | -67* |
| COc1ccc(C2C3=C(COC3=O)N(CCO)c3cc4c(cc32)CCC4)cc1 (stereo not given) | 51 | 71 | 87 | 45 | 67 | 36 | 64 | 47 |
| CN1c2ccccc2Sc2cc(/C=N/Nc3ccc(Br)cc3)ccc21 | 58 | 93 | 52 | 49 | 63 | 62 | 57 | 72 |
| CN1CCN(C(=O)Nc2ccc([N+](=O)[O-])cc2)CC1 | 87 | . | . | 105 | 109 | 104 | 96 | 88 |

Following part
Value order – HOP-62 | HOP-92 | RPMI-8226 | MOLT-4 | EKVX | SR | CCRF-CEM | A549/ATCC
COc1ccc(C2Cc3cnccc3-c3nc(N)c4ccncc4c32)c(OC)c1OC (stereo not given)
→ . | 90 | 86 | 90 | 95 | 87 | 95 | 100
CC(O)(c1ccc(Cl)cc1)C(c1ccccc1)c1ccccn1 (stereo not given)
→ 97 | 79 | . | 79 | 102 | 73 | 96 | 103
O=C(N=C(c1ccccc1)c1ccccc1)c1cccc(C(=O)N=C(c2ccccc2)c2ccccc2)c1
→ 105 | 89 | 107 | 107 | 96 | 101 | 108 | 97
O=C(Oc1ccc(-c2ccc([N+](=O)[O-])cc2)cc1)c1ccccc1
→ 99 | 87 | 99 | 104 | 91 | 101 | 94 | 103
CCCCCCNC(=O)Oc1ccc(/C(=C(/C)c2ccccc2)c2ccc(OCCN(C)C)cc2)cc1
→ 86 | 44 | 50 | 35 | 72 | -28* | 68 | 73
CN(Cc1ccccc1)c1nc(Cl)c(C2CC(c3ccc(Cl)cc3)=NN2c2ccccc2)s1 (stereo not given)
→ 102 | 96 | 101 | 104 | 94 | 97 | 101 | 91
OCC[N+](CCO)(CCO)CCO
→ 99 | 116 | . | 87 | . | 92 | 113 | 105
Cn1c(SCc2ccccn2)nc2c1c(=O)[nH]c(=O)n2C
→ 92 | 111 | . | . | 117 | . | 113 | 98
CS(=O)(=O)c1ccc(-c2nn(-c3ccccc3)cc2/C=C/C(=O)c2ccc(Br)cc2)cc1
→ 105 | 114 | 33 | 61 | 87 | 60 | 42 | 96
FC(F)(F)c1cc(Nc2ccc3cc(OCCCN4CCOCC4)ccc3n2)ccc1Cl
→ 12 | 26 | 7.2* | . | 62 | -12* | 3.9* | 28
CCCC(=O)NC1C(Nc2ccc(S(=O)(=O)Nc3nc(C)cc(C)n3)cc2)OC(CO)C(O)C1O (stereo not given)
→ 101 | 116 | 122 | 113 | 102 | 102 | 116 | 100
COc1cc(C2CC(c3ccc(N4CCOCC4)cc3)=NN2c2nc(-c3ccc(F)cc3)c(C#N)c(N3CCOCC3)n2)cc(OC)c1OC (stereo not given)
→ 103 | . | 82 | 81 | 86 | 73 | 98 | 95
COc1ccc(/C=c2\c(=O)n(-c3ccccc3)c3nn4c(n23)=NNC42CCCCC2)cc1
→ 88 | 94 | 107 | 99 | 92 | 115 | 101 | 104
O=[N+]([O-])c1ccc(-c2ncc(-c3ccc(O)cc3O)[nH]2)cc1
→ . | 88 | 74 | 99 | 92 | -29* | -19* | 45
COc1ccc2c(c1)OC13Oc4cc(OC)ccc4C=C1CCCCC3=C2
→ 99 | 81 | 98 | 81 | 89 | 99 | 81 | 74
CN(Nc1cccc(Cl)c1)c1cccc(Cl)c1
→ 91 | 95 | . | 77 | 100 | 84 | 86 | 88
CC(Sc1nc2sc3c(c2c(=O)n1-c1ccc(Cl)cc1)CCCC3)C(=O)Nc1nc(-c2ccc(Br)cc2)cs1 (stereo not given)
→ 91 | 110 | 102 | 94 | 90 | 98 | 105 | 100
Cn1c(C#N)ccc1-c1ccc(N2C(=O)NC(C)(C)C2=O)cc1
→ 94 | 110 | 95 | 91 | 102 | 93 | 98 | 100
COc1ccc(-c2nc(SC(C)C)nc(Nc3ccc(C(C)=O)cc3)c2C#N)cc1
→ 117 | 121 | 114 | 102 | 105 | 96 | 100 | 107
C[C@@H]1C(=O)CC[C@H]2[C@@]1(C)CC[C@H]1C(=O)O[C@H](c3ccoc3)C[C@]21C
→ 94 | 72 | 98 | 93 | 100 | 93 | 93 | 82
CCCCCCCCCCC/C(=N/O)c1ccccc1
→ 105 | 78 | 102 | 82 | 130 | 63 | 107 | 100
Cn1cc(-c2nn3cc(-c4cccnc4)nc3s2)c2cc(Cl)ccc21
→ 81 | 89 | 86 | 85 | 86 | 100 | 88 | 100
Cc1nc2cccnc2nc1C
→ 104 | . | 93 | 109 | 98 | 107 | 104 | 107
O=C1CCC(NNC(=O)c2cccs2)N1 (stereo not given)
→ 96 | 117 | 105 | 102 | 106 | 92 | 96 | 102
CCOC(=O)c1c(-c2ccc(OC)cc2OC)c(C#N)c(=O)n(Cc2nc3ccccc3[nH]2)c1N
→ 96 | 95 | 99 | 102 | 99 | 101 | 103 | 102
COc1cc(/C=C/C(=O)c2cc(OC)c(OC)c(OC)c2)ccc1Oc1nc(Nc2ccc(F)cc2)nc(N(C)C)n1
→ -45* | -42* | -20* | 4.9* | 21 | -5.9* | 3.8* | -48*
O=[N+]([O-])c1ccc2[nH]cc(-c3c4ccccc4cc4[nH]c5ccc([N+](=O)[O-])cc5c34)c2c1
→ 49 | 45 | 12 | 6.8* | 39 | 10 | 7.3* | .
O=C1C=CC(=NN=C(c2ccccc2)c2ccccc2)C=C1
→ 93 | 92 | 95 | 82 | . | . | . | 87
COc1cc(CNS(=O)(=O)c2ccc(C)cc2)ccc1OCc1cn(-c2ccccc2[N+](=O)[O-])nn1
→ 106 | 105 | 90 | 103 | 97 | 101 | 101 | 100
O=C(Cn1cc(COc2ncnc3c2cnn3-c2ccccc2)nn1)Nc1ccccc1Cl
→ 95 | 100 | 105 | 96 | 81 | 104 | 100 | 96
Cc1nc(Cc2ccccc2)sc1CC#N
→ 99 | . | . | 95 | 98 | 89 | 94 | 108
C[C@@H]1O[C@H](/C=C\c2ccccc2)[C@@H](O)[C@H]1O
→ 104 | 97 | 99 | 94 | 104 | . | 101 | 102
CC(C)Cc1ccc(C(C)c2nnc(SCC(=O)N3N=C(c4ccc5ccccc5c4)CC3c3ccc(Cl)cc3)n2-c2ccccc2)cc1 (stereo not given)
→ 84 | 80 | 51 | 65 | . | 62 | 64 | 73
O=C(C[n+]1ccccc1Br)c1ccc(Cl)cc1
→ 94 | 108 | 107 | 104 | 99 | 99 | 108 | 100
CCOc1ccc(/C=N/NC(=O)Cn2nc(Cc3ccc(OC)cc3)c3onc(C)c3c2=O)cc1
→ 7.5* | -26* | 68 | 58 | 34 | 30 | 18 | 0.7*
CCCCS(=O)(=O)CCCC
→ 98 | 104 | 108 | 91 | . | 86 | 101 | 105
COCCOC(=O)c1ccccc1C(=O)OCCOC
→ 90 | 112 | 106 | 85 | 103 | 96 | 111 | 110
COc1ccc(-c2nc3ccccn3c2-c2nc3ccc(OC)cc3[nH]2)cc1
→ 106 | 66 | 69 | . | . | 95 | . | 94
CCC(=O)Nc1ccc(C)cc1C
→ 104 | 96 | 108 | 103 | 99 | 102 | 109 | 103
NS(=O)(=O)c1ccc(N2N=C(c3ccc(-c4ccccc4)cc3)CC2c2ccc(Cl)cc2)cc1 (stereo not given)
→ 91 | 78 | 63 | 71 | . | 73 | 74 | 64
CCCCCCCCCc1ccc(O)c(Cl)c1
→ 97 | 109 | 106 | 91 | 109 | 94 | 101 | 79
CN1C(=O)C(C2=NN(c3ccccc3)C(c3ccccc3C(=O)O)C2)C(=O)N(C)C1=O (stereo not given)
→ 93 | . | . | 92 | 101 | 95 | 95 | 91
CC/C=C\C[C@H](O)C/C=C1/C(=O)C=C[C@@H]1C/C=C\CCCC(=O)OC(C)C
→ -44* | -0.2* | -22* | -24* | 16 | -27* | -29* | -39*
CCOc1cc2ncc(C#N)c(Nc3ccc(F)c(Cl)c3)c2cc1NC(=O)CC1CCSS1 (stereo not given)
→ -66* | -15* | -5.5* | -47* | -55* | -28* | -20* | -76*
Cn1c(N)c(C(=O)N2CCN(c3ccccc3)CC2)c(=O)n(C)c1=O
→ 109 | 68 | 104 | 108 | . | 110 | 108 | 102
CNC(=O)NCCCCCNC(=O)NC
→ 87 | 76 | 101 | 98 | . | 86 | 92 | 107
CS(=O)(=O)c1ccc(N2N=C(c3ccc(F)cc3)CCC2=O)cc1
→ 100 | 86 | 85 | 45 | 102 | 104 | 102 | 103
COc1ccc(C2CC(=O)c3ccccc3O2)cc1OC (stereo not given)
→ 94 | 104 | 92 | 96 | 107 | 97 | 95 | 99
O=[N+]([O-])c1ccc(Nc2ccccc2N=Cc2c(O)ccc3ccccc23)c2nonc12
→ 84 | 82 | 95 | 95 | 89 | 100 | 92 | 97
Cc1ccc(CCC(=O)Nc2ncc(Cc3cc(Cl)ccc3Cl)s2)o1
→ 36 | 57 | 20 | 14 | 41 | 16 | . | 23
CNC(=O)NN
→ 95 | 82 | 92 | 105 | 92 | 104 | 66 | 99
C/C(=N/O)c1ccc(-n2c(=O)c3cc4c(=O)n(-c5ccc(/C(C)=N\O)cc5)c(=O)c4cc3c2=O)cc1
→ 103 | 100 | 102 | 101 | 94 | 103 | 103 | 99
CC(=O)OC1Oc2ccc(C)cc2-c2oc(=O)c([Se]c3ccccc3)cc21 (stereo not given)
→ 109 | 106 | . | . | 124 | . | 87 | 116

Complete entries, looked up by structure. Values in the order: HOP-62, HOP-92, RPMI-8226, MOLT-4, EKVX, SR, CCRF-CEM, A549/ATCC
CN1C(=O)C(C2=NN(c3ccccc3)C(c3ccccc3C(=O)O)C2)C(=O)N(C)C1=O (stereo not given) reads 93, ., ., 92, 101, 95, 95, 91
CS(=O)(=O)c1ccc(N2N=C(c3ccc(F)cc3)CCC2=O)cc1 reads 100, 86, 85, 45, 102, 104, 102, 103
Cc1ccc(CCC(=O)Nc2ncc(Cc3cc(Cl)ccc3Cl)s2)o1 reads 36, 57, 20, 14, 41, 16, ., 23
CC(=O)OC1Oc2ccc(C)cc2-c2oc(=O)c([Se]c3ccccc3)cc21 (stereo not given) reads 109, 106, ., ., 124, ., 87, 116
Cn1c(N)c(C(=O)N2CCN(c3ccccc3)CC2)c(=O)n(C)c1=O reads 109, 68, 104, 108, ., 110, 108, 102
